MEP2 TOR yeast – alters MEP2-GFP fluorescence in TOR pathway yeast screen; S. cerevisiae MEP2-GFP strain, flow cytometry GFP, 3 h; 100% = DMSO control level; GFP response vs DMSO, % at 10 µM; 330,000 compounds, 0.51% hits; AID 2016;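 active = GFP response versus DMSO above a set limit, roughly screen mean plus 3 SD, cut at about 180% in these data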;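 note: median GFP fluorescence of the barcode-gated MEP2-GFP cells per well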
LAP4 TOR yeast – modulators of TOR pathway LAP4-GFP in S. cerevisiae. S. cerevisiae LAP4-GFP multiplex, flow cytometry GFP, 3 h; median GFP as percent of DMSO wells. GFP response vs DMSO, % at 10 µM. 320,000 compounds, 0.34% hits. AID 2023;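 active = GFP response vs DMSO above a set limit, about the screen mean plus 3 SD, cut at about 150% in these data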
AHR activator – human AHR activation. 320,000 compounds, 2.5% hits. activation, % at 5 µM. AHR-responsive luciferase reporter cells, luminescence. P35869; in the data active = activation above about 47%;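 note: 0% = vehicle wells and 100% = reference agonist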
ZTA counter – blocks Epstein-Barr virus ZTA, an EBNA-1 counter-screen; P03206; ZTA-DNA binding, fluorescence polarization; inhibition, % at 11 µM; 320,000 compounds, 0.15% hits; in the data active = inhibition above about 33%
proCasp7 act – counter-screen: procaspase-7 (human) activation; AID 463210; P55210; recombinant procaspase-7, Ac-DEVD-pNA absorbance 405 nm; D23A/D198A/D206A triple mutant, cannot self-cleave; scale: DMSO 0, 5 µM enzyme 100; 330,000 compounds, 0.093% hits; activation, % at 8.5 µM;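 active = percent activation above the screen-wide mean plus 3 SD, cut at about 25% in these data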
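System: Procaspase-7 triple mutant (PC-7 D3A); measure: % activation from two-timepoint absorbance difference, scaled to controls; times: 1 h compound preincubation, 2 h substrate cleavage, 25 °C; also added: Ac-DEVD-pNA substrate, 400 µM as added; measured by: Epi-absorbance of released pNA at 405 nm, two timepoints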
EBNA-1 inhibitor – blocks EBNA-1 binding to DNA; inhibition, % at 14.8 µM; EBNA-1 DNA binding, fluorescence polarization; 300,000 compounds, 0.34% hits; in the data active = inhibition above about 28%
RPL19A TOR yeast – alters RPL19A-GFP fluorescence in TOR pathway yeast screen | percent response vs DMSO, % at 10 µM | S. cerevisiae RPL19A-GFP strain, flow cytometry, 3 h; hits give low values | 330,000 compounds, 0.3% hits;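 active = percent response vs DMSO below 50%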;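 note: median channel GFP fluorescence of the barcoded RPL19A-GFP strain; ratio of sample median GFP to plate DMSO average so 100% = DMSO; lower means less RPL19A-GFP as with rapamycin TOR inhibition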
proCasp3 act – activators of human procaspase-3. activation, % at 8.5 µM. AID 463141. 330,000 compounds, 0.11% hits. recombinant procaspase-3 D3A, Ac-DEVD-pNA absorbance 405 nm. P42574;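 active = activation above the mean of all tested compounds plus 3 SD, cut at about 21% in these data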;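 note: 0% = DMSO alone and 100% = DMSO wells spiked with extra 5 µM PC-3 D3A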
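Technique: 405 nm absorbance of p-nitroaniline, reads at 0 and 120 min; Test system: Procaspase-3 D3A mutant; Incubation: 1 h enzyme-compound preincubation, then 2 h substrate reaction, 25 °C; Repeats: singlicate, each compound tested once; Benchmarks: low control DMSO wells, high control DMSO plus 5 µM PC-3 D3A.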
Numbers without * were called inactive; . = not tested or not shown; [ ] = another dose, or the depositor's remark. Compounds were not picked by outcome; any-hit rate near 3.8%.

SMILES | MEP2 TOR yeast | LAP4 TOR yeast | AHR activator | ZTA counter | proCasp7 act | EBNA-1 inhibitor | RPL19A TOR yeast | proCasp3 act
C=C(NC(=O)C(=C)NC(=O)c1csc(C2=NC3c4csc(n4)C4NC(=O)c5csc(n5)C([C@@](C)(O)C(C)O)NC(=O)C5CSC(=N5)/C(=C\C)NC(=O)C(C(C)O)NC(=O)c5csc(n5)[C@]3(CC2)NC(=O)C(C)NC(=O)C(=C)NC(=O)C(C)NC(=O)C(C(C)CC)NC2C=Cc3c(C(C)O)cc(nc3C2O)C(=O)OC4C)n1)C(N)=O (stereo partly specified) | 90 | 105 | -6 | 0 | -1 | -4 | 91 | 6
Cc1ccc(C)c(NC(=O)c2cc(-c3cc(C)cc(C)c3O)n[nH]2)c1 | 93 | 108 | -5 | -6 | 3 | 5 | 87 | 7
COC(=O)c1ccc(Cn2c(O)c(N=NC(N)=S)c3ccccc32)o1 | 95 | 99 | 0 | -1 | -15 | -3 | 92 | -2
COc1ccccc1CNC(=O)Cn1nnc(-c2ccncc2)n1 | 100 | 99 | 3 | -9 | -4 | -3 | 101 | 5
Cc1ccc(N(C(=O)CNC(=O)c2ccco2)C(C(=O)NC2CCCC2)c2ccncc2)cc1 (stereo unspecified) | 359*[may fluoresce violet] | 85[may fluoresce violet] | 5 | -6 | 0 | 1 | 62[may fluoresce violet] | 6
CC1CCCCC1NC(=O)CCCCCn1c(=S)[nH]c2ccsc2c1=O (stereo unspecified) | 97 | 106 | 2 | 4 | -4 | 0 | 98 | -2
CC1=C(C(=O)Nc2cc(-c3cccc(F)c3)[nH]n2)C2(CCCCC2)OC1=O | 109 | 102 | 9 | 3 | -8 | -8 | 94 | 0
O=C(Nc1cccc(Cl)c1)c1ccc(NC2=NC3CS(=O)(=O)CC3S2)cc1 (stereo unspecified) | 103 | 106 | 3 | 14 | 0 | 0 | 109 | 9
COc1ccccc1N1CCN(C(c2ccccc2)c2nnnn2CCc2ccccc2)CC1 (stereo unspecified) | 98 | 101 | 11 | 1 | -8 | -10 | 97 | 0
CCOC(=O)C(NCc1ccc(F)cc1)(NC(=O)c1ccccc1)C(F)(F)F (stereo unspecified) | 99 | 99 | 2 | 6 | 13 | 3 | 97 | -7
COC(=O)c1oc2ccccc2c1N | 98 | 101 | 77* | -10 | -6 | -6 | 100 | -5
Cc1nc2cc3sc(C)nc3cc2s1 | 103 | 106 | -3 | 5 | 4 | 2 | 98 | 0
Cc1cc(=O)oc2cc(OCCc3ccccc3)ccc12 | 97 | 115 | 81* | -14 | 7 | -4 | 104 | 4
COc1cc(C(=O)O)c2c(c1C)OC(=O)c1c(C)cc(O)c(C=O)c1O2 | 106 | 103 | 0 | -1 | -10 | -16 | 94 | 3
COc1ccc(CN2CCC(Oc3ccc(C(=O)N4CCCCC4)cc3)CC2)cc1C | 95 | 78 | 0 | -3 | 4 | -4 | 103 | -10
CC(C)Cn1c(SCC(=O)N2CCN(S(=O)(=O)c3ccccc3)CC2)nc2ccccc21 | 109 | 100 | 8 | 5 | -3 | 2 | 100 | 9
O=C(c1cccc(Oc2ccccc2)c1)N1CCOCC1 | 100 | 96 | -2 | -25 | 1 | -12 | 104 | 3
c1ccc2c(c1)CSc1sccc1C2=C1CCNCC1 | 99 | 94 | 0 | -1 | 3 | 4 | 102 | -4
CCC(C)N1CC(C(=O)NC2CCCCC2)CC1=O (stereo unspecified) | 100 | 77 | -2 | 7 | 16 | -16 | 105 | -4
COc1ccc(C)cc1NC(=O)CN(C)S(=O)(=O)c1ccc2c(c1)c(=O)n(C)c(=O)n2C | 94 | 86 | 2 | -15 | 1 | -19 | 100 | -6
CCOC(=O)c1c(N)sc(C(=O)N2CCCC2)c1C | 108 | 100 | 10 | 13 | 15 | -1 | 103 | -17
N#Cc1ccc(NC(=O)COC(=O)CSc2nnc(-c3ccc(Cl)cc3)o2)cc1 | 103 | 98 | -2 | -3 | 8 | 6 | 103 | 5
CC1(C)CC(=O)C2=C(C1)Oc1ncn(CCCn3ccnc3)c(=N)c1C2c1ccccc1 (stereo unspecified) | 113 | 109 | 14 | -2 | -1 | 6 | 111 | 3
O=C(NCc1ccccc1Cl)NCc1ccccc1Cl | 98 | 84 | 5 | 0 | 5 | -6 | 96 | 10
CC(C)c1ccc(/C=C/C(=O)N2CCc3ccccc3C2)cc1 | 104 | 95 | 19 | 20 | -6 | -2 | 104 | 0
CC(=O)Nc1ccc(NC(=O)C(C)Sc2nc3ccccc3c(=O)n2CC2CCCO2)cc1 (stereo unspecified) | 103 | 109 | 4 | -7 | -2 | -6 | 101 | -3
CN(CC(=O)Nc1ccc(F)c(F)c1F)C(=O)CCCc1nc2ccccc2c(=O)[nH]1 | 103 | 107 | 1 | -9 | 1 | . | 101 | -4
COc1ccc2cc(C(N)=O)c(=Nc3ccc(C)cc3)oc2c1 | 106 | 102 | -1 | 10 | 5 | 6 | 102 | 6
C=CCn1c(=S)[nH]c2sccc2c1=O | 134 | 117 | 0 | -2 | 3 | 8 | 104 | -4
O=C(NCc1nnc(SCc2ccc(F)cc2)n1-c1ccccc1)C12CC3CC(CC(C3)C1)C2 | . | . | -6 | 2 | 3 | 0 | . | -1
CCc1ccccc1NC(=O)NNS(=O)(=O)c1cc(C)ccc1C | 85 | 85 | 2 | -20 | 5 | -2 | 101 | -3
NNC(=O)COc1cccc(Oc2ccccc2)c1 | 140 | 141 | 6 | -7 | -5 | -3 | 106 | 0
COc1cc(/C=N/NC(=O)CCN2CCN(c3ccccc3)CC2)cc(OC)c1OC | 95 | 88 | 11 | -3 | 6 | -8 | 105 | -1
Cc1ccc(O)c(NC(=S)NC(=O)C(C)C)c1 | 97 | 97 | 0 | -17 | -16 | -4 | 97 | -4
CCCCC(c1nnnn1C(C)C)N1CCN(C(=O)c2ccco2)CC1 (stereo unspecified) | 103 | 94 | -2 | -8 | 3 | -4 | 101 | -8
C=CC[n+]1c(C)csc1Nc1ccc(C)cc1 | 103 | 104 | -5 | -20 | -5 | -9 | 102 | -6
O=c1[nH]c(Cc2ccccc2)nc2scc(-c3ccccc3)c12 | 120 | 107 | -11 | -5 | -1 | -6 | 103 | 4
Cn1ncc2c(Sc3ccc(Cl)cc3)ncnc21 | 107 | 102 | -3 | -6 | 4 | 3 | 101 | 9
O=C(CSc1nc2ccccc2c(=O)n1-c1ccccc1)N/N=C/C=C/c1ccccc1[N+](=O)[O-] | 110 | 109 | -5 | -4 | 2 | -8 | 112 | -2
Cc1cccc(-c2cc3nc(C)cc(C)n3n2)c1 | 93 | 110 | 43 | 6 | 5 | 2 | 92 | -1

Three compounds from above, ordered by count of non-hydrogen atoms, lowest first:
SMILES | MEP2 TOR yeast | LAP4 TOR yeast | AHR activator | ZTA counter | proCasp7 act | EBNA-1 inhibitor | RPL19A TOR yeast | proCasp3 act
O=C(NCc1ccccc1Cl)NCc1ccccc1Cl | 98 | 84 | 5 | 0 | 5 | -6 | 96 | 10
CCc1ccccc1NC(=O)NNS(=O)(=O)c1cc(C)ccc1C | 85 | 85 | 2 | -20 | 5 | -2 | 101 | -3
N#Cc1ccc(NC(=O)COC(=O)CSc2nnc(-c3ccc(Cl)cc3)o2)cc1 | 103 | 98 | -2 | -3 | 8 | 6 | 103 | 5

Ordered by value in RPL19A TOR yeast (lowest first): 4 from the list above.
SMILES	RPL19A TOR yeast
O=C(NCc1ccccc1Cl)NCc1ccccc1Cl	96
CCc1ccccc1NC(=O)NNS(=O)(=O)c1cc(C)ccc1C	101
COc1cc(/C=N/NC(=O)CCN2CCN(c3ccccc3)CC2)cc(OC)c1OC	105
CC1(C)CC(=O)C2=C(C1)Oc1ncn(CCCn3ccnc3)c(=N)c1C2c1ccccc1 (stereo unspecified)	111

Marked active in AHR activator, among the entries above:
structure,MEP2 TOR yeast,LAP4 TOR yeast,AHR activator,EBNA-1 inhibitor,RPL19A TOR yeast,proCasp3 act
COC(=O)c1oc2ccccc2c1N,98,101,77*,-6,100,-5
Cc1cc(=O)oc2cc(OCCc3ccccc3)ccc12,97,115,81*,-4,104,4

Next part:
SMILES | MEP2 TOR yeast | LAP4 TOR yeast | AHR activator | ZTA counter | proCasp7 act | EBNA-1 inhibitor | RPL19A TOR yeast | proCasp3 act
CC(=O)OCC(=O)Nc1ccccc1C | 102 | 97 | 4 | -16 | -2 | -3 | 96 | 8
CC(=O)N1c2ccc(Cl)cc2C2OCCC2C1c1ccco1 (stereo unspecified) | 103 | 105 | 0 | 3 | 6 | 11 | 97 | 1
CC1=NN(/C(=N\c2nnc(C)s2)Nc2ccc(C(C)(C)C)cc2)[C@H](c2ccc(C)cc2)S1 | 99 | 111 | 6 | -2 | 10 | 7 | 98 | 12
Cc1ccc(NCC(=O)N/N=C\c2ccc[nH]2)cc1 | 100 | 106 | 62* | -4 | 4 | 1 | 104 | -3
Cc1cc(C(=O)N/N=C/c2cccnc2)n[nH]1 | 101 | 116 | 10 | 3 | 7 | 12 | 99 | 0
CCc1nccn1Cc1cc(C=O)ccc1OC | 91 | 95 | 1 | -13 | 0 | 5 | 97 | 3
O=S(=O)(Nc1ccc2c(c1)nc1n2CCOC1)c1ccc(Cl)cc1 | 106 | 104 | 2 | -6 | 1 | 2 | 102 | 1
O=C(CSc1nc2nccnc2c(=O)n1Cc1cccs1)Nc1ccccc1F | 88 | 80 | 0 | -23 | -7 | -6 | 93 | 4
COc1ccc(C(N)c2nccc3cc(OC)c(OC)cc23)cc1OC (stereo unspecified) | 103 | 98 | 3 | -19 | -6 | -2 | 104 | 0
Cc1c(NC(=O)C(C)Sc2nccn2C)c(=O)n(-c2ccccc2)n1C (stereo unspecified) | 102 | 92 | 0 | -5 | 12 | . | 99 | 5
COc1ccc(S(=O)(=O)Nc2ccc3c(c2)C(=O)N([C@H](C)CO)C[C@H](C)[C@@H](CN(C)C(=O)Nc2ccccc2)O3)cc1 | 96 | 97 | -1 | . | -1 | . | 96 | 3
CCN1C(=O)c2ccc(C(=O)Nc3c(C)cc(C)cc3C)cc2C1=O | 91 | 85 | -1 | 4 | -2 | 1 | 98 | 0
Oc1ccc(CN2CCc3ccccc3C2)c2cccnc12 | 106 | 103 | -1 | 20 | -1 | -6 | 101 | -8
O=C(NCS(=O)(=O)c1ccccc1)c1ccccc1 | 97 | 99 | 0 | 12 | 3 | 0 | 94 | -9
Cc1ccc(O)c(-c2cc(C(=O)NCc3ccc4c(c3)OCO4)[nH]n2)c1 | 95 | 97 | 9 | 1 | -2 | 24 | 93 | -4
CC(C)(C)C(=O)COC(=O)c1ccc2c(c1)C(=O)N(Cc1ccco1)C2=O | 109 | 97 | -1 | -5 | 4 | 0 | 105 | 2
CCN1CCN(S(=O)(=O)c2cccc([N+](=O)[O-])c2)CC1 | 95 | 100 | -3 | 1 | 4 | 1 | 92 | 3
CCSCc1nnc(SCC(=O)Nc2nccs2)n1CC | 109 | 93 | 9 | -30 | -4 | -1 | 105 | -3
CCN(CC(=O)NCCc1ccccc1)S(=O)(=O)c1ccc(Br)cc1 | 92 | 97 | -1 | 8 | 4 | 15 | 90 | 4
CCOC(=O)C1=C(C)OC(N)=C(C#N)C1c1ccc(C)o1 (stereo unspecified) | 97 | 88 | 1 | -1 | 12 | 11 | 96 | -1
NC(=O)CC(NC(=O)Cc1cccc2ccccc12)c1ccc(NCC2CC2)c([N+](=O)[O-])c1 (stereo unspecified) | 96 | 105 | 3 | 2 | 0 | 8 | 98 | 4
C/C(=N\NC(=O)c1ccc(Cl)cc1)c1ccc2[nH]ccc2c1 | 103 | 94 | 7 | 11 | -16 | 20 | 105 | 0
CC1(c2nnc(-c3ccc(F)cc3)o2)CC(c2ccc(F)cc2)=NO1 (stereo unspecified) | 94 | 122 | -4 | -23 | -3 | 4 | 92 | 10

Assay outcomes deposited in PubChem BioAssay by several laboratories.
